Epigenetic reg = Quantitative High-Throughput Screen for Regulators of Epigenetic Control | 280,000 compounds, 0.2% hits | Potency, µM (highest dose often 53.9 µM), for the others: at the top dose GFP activation, actives largely listed as activators | murine LDR cells, GFP reporter derepression, 30 h | AID 1865, 2009; also: potency is read from the fitted curve at half-maximal effect; % of control where 0% means no effect; nearly all actives have a fitted effect of over 60% in size
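Readout is the number of GFP-expressing murine LDR cells, counted by cytometry following washing. Cells were treated with compound for 30 h at 37 C; the stably integrated CMV-GFP locus is normally silent.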
HttQ103 aggreg = qHTS Multiplex Assay to Identify Dual Action Probes in a Cell Model of Huntington: Aggregate Formation (GFP); PC12 HttQ103-GFP aggregates, Acumen cytometry, 40 h; AID 1688, 2009; Potency, µM (doses to about 46.1 µM), for the others: at the top dose activity change, negative = inhibition, actives largely listed as inhibitors; 220,000 compounds, 1.1% hits; also: potency is read from the fitted curve at half-maximal effect; % is scaled to controls: 0 for no effect and ±100 for the full control effect; nearly all actives have a fitted effect of over 60% in size
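Ecdysone-promoter PC12 model expressing HTT exon 1 Q103 fused to GFP, induced by tebufenozide at 100 nM final. Compounds titrated; aggregates sized 1–25 µm scored on a 488 nm laser cytometer.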
CBFb RUNX1 block = qHTS Assay for Compounds Blocking the Interaction Between CBF-beta and RUNX1 for the Treatment of Acute Myeloid Leukemia; 230,000 tested, under 10 active; Runt-related transcription factor 1 (Homo sapiens) + Core-binding factor subunit beta …; AlphaScreen CBFb-His/RUNX1-biotin binding, biochemical; Potency, µM (titrated, usually from 59.8 µM), inactives show top-dose activity, negative = inhibition, actives largely listed as inhibitors; AID 1477, 2009; also: % of control where 0% means no effect
Target sequence (Q01196 whole entry, looked up): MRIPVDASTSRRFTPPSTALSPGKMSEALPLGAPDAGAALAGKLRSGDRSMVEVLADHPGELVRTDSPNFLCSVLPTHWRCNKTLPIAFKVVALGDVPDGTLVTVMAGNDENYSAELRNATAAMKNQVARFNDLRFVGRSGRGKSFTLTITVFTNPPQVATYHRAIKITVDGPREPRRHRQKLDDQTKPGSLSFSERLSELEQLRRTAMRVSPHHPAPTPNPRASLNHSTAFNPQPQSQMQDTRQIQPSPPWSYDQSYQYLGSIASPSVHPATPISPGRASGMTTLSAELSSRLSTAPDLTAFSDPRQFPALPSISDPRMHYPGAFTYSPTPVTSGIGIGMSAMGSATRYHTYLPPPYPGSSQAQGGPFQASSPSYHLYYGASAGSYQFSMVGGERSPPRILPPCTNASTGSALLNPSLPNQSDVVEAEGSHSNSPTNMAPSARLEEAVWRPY
Target sequence (Q13951 whole entry, looked up): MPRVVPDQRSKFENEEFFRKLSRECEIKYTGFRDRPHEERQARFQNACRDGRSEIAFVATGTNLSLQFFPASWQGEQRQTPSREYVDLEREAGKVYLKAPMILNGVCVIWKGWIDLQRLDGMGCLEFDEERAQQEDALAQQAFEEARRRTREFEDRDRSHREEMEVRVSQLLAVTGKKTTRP
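Proteins preincubated together for 20 min at RT before compound addition; 15 min later, nickel and streptavidin beads were added and left 90 min prior to AlphaScreen measurement.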
LMNA splice mod = qHTS Assay for Modulators of Lamin A Splicing; HeLa LMNA splicing GFP/RFP minigene ratio, 48 h; Potency, µM (series often up to 46.1 µM), for the others: at the highest dose ratio change, negative = inhibition, actives largely listed as inhibitors; 200,000 compounds, 0.01% hits; active = well fitted inhibition curve with a large enough effect in the signal ratio, with a control signal flat, not every such curve was filed as active; inconclusive = small, poorly fitted or top-dose-only effect, or effect the other way, or a change in a side signal; the % refers to the signal ratio; also: potency is read from the fitted curve at half-maximal effect; % is scaled to controls: 0 for no effect and ±100 for the full control effect
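Read-out is the ratio of GFP to DsRed2 object intensity, acquired by 488 nm laser-scanning cytometry on HeLa lamin A-EGFP minigene reporter cells. Compound incubation 48 hrs at 37 °C in Opti-MEM with 2% FBS; DMSO 0.5% final.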
KinaseGlo FLuc = Counterscreen for Luciferase (Kinase-Glo TM) Inhibition; Kinase-Glo luciferase, ATP luminescence, 8 min; Potency, µM (titrated, usually from 38.3 µM), without a hit: at the highest dose activity change, negative = inhibition, hits mostly inhibitors; Luciferin 4-monooxygenase (Photuris pensylvanica), Q27757; AID 1379, 2008; 200,000 compounds, 0.28% hits; also: potency is read from the fitted curve at half-maximal effect; % is scaled to controls: 0 for no effect and ±100 for the full control effect; nearly all actives have a fitted effect of over 60% in size
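Light output from Kinase-Glo luciferase with luciferin and 10 uM ATP in 50 mM imidazole pH 7.2, KCl, MgCl2, Tween 20, BSA; compound pin-delivered, 8-min ambient incubation, then luminescence read.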
IMPase Li cell = qHTS Assay for Identifying the Cell-Membrane Permeable IMPase Inhibitors: Potentiation with Lithium; 210,000 compounds, 0.35% hits; CHO-M1 cells, IP1 TR-FRET (IP-One), carbachol + lithium; Potency, µM (titrated, usually from 59.4 µM), inactives show top-dose activity, negative = IMPase inhibition, most hits filed as inhibitors;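 also: IP1 builds up when IMPase is blocked and the TR-FRET signal falls; potency is read from the fitted curve at half-maximal effect; plate controls were basal vehicle for no effect and high inhibitor control for full effect; nearly all actives have a fitted effect of over 50% in size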
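CHO cells stably expressing M1 receptor (2000/well) were cultured 16–30 h, then exposed to compounds with a small lithium addition for 30 min at 37C. IP1 was measured by TR-FRET competition; AC50 from Hill fits.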
NPSR antag = qHTS Assay for Antagonists of the Neuropeptide S Receptor: cAMP Signal Transduction; Q6W5P4; 220,000 compounds, 1% hits; Potency, µM (series often up to 38.3 µM), without a hit: at the highest dose activity change, negative = inhibition, usual class: inhibitors; CHO-NPSR cells, cAMP TR-FRET, antagonist mode; also: potency is read from the fitted curve at half-maximal effect; % is scaled to controls: 0 for no effect and ±100 for the full control effect; nearly all actives have a fitted effect of over 50% in size; many of its hits are not listed in these tables
Target sequence (Q6W5P4 whole entry, looked up): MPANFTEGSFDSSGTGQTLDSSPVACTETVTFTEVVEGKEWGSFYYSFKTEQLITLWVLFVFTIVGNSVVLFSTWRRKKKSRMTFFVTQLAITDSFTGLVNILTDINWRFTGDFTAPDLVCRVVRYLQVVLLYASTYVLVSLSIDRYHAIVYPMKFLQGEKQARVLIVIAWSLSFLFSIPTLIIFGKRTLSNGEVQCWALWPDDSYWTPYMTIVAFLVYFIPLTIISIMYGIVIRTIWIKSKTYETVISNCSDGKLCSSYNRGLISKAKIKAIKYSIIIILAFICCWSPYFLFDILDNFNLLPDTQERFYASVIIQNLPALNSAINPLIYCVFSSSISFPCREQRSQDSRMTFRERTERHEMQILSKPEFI
An asterisk follows results filed as active; ? = inconclusive; . = no result given; & = joins results of further samples; [ ] = dose if it differs, or a comment. Unless noted, calls follow the shape of the dose curve; as a rule, active = well fitted curve in the direction sought with a large enough effect; inconclusive = small, poorly fitted or top-dose-only effect, or another doubt; inactive = no such curve, though single readings can be large; an effect the other way counts as inactive or inconclusive. A portion of the library; count on the stated rates, not on these rows.

molecule | Epigenetic reg | HttQ103 aggreg | CBFb RUNX1 block | LMNA splice mod | KinaseGlo FLuc | IMPase Li cell | NPSR antag
Cc1nc(S(=O)(=O)c2ccc(Cl)cc2)c(NCc2ccccc2)o1 | -1.0% | 4.0%[9.22 µM] | -1.7% | 8.6% | 1.3% | 23.8%[38.3 µM] | -11.7%[46.1 µM]
c1ccc2c(c1)nc1n2C2(N3CCOCC3)CCCC2C1N1CCOCC1 (stereo not drawn) | 0.1% | 17.8%[9.22 µM] | -28.2% | 3.1% | -3.4% | -16.1%[38.3 µM] | -18.9%[46.1 µM]
CC(C)NCC(O)c1ccc(NS(C)(=O)=O)cc1 (stereo not drawn) | -0.1%&7.4%&0.0% | 37.2%&19.6% | 0.7%&-17.2%&16.8%&4.8% | ? | -1.5% | 6.3%&-0.9% | 0.2%[46.1 µM]
Cc1ccccc1Cn1cnc2c(NS(C)(=O)=O)c(C)c(C)cc21 | -2.2% | -9.6% | 2.5% | ? | 4.5% | 2.5%[38.3 µM] | 7.3%[46.1 µM]
O=C(NCC1COc2ccccc2O1)C1CCN(S(=O)(=O)c2cccc3nsnc23)CC1 (stereo not drawn) | -2.0% | -7.4% | -2.8% | 8.5% | -4.8% | -2.5%[38.3 µM] | -12.8%[46.1 µM]
Cn1cc(CC(=O)NC2CCCCC2)c2ccccc21 | 3.4% | 2.7% | -6.4% | . | 0.1% | 2.7% | -0.3%
CNC(=O)COC(=O)c1cc(F)c(F)cc1Cl | -1.9% | 2.3% | 0.7% | 4.7% | -0.2% | 12.6%[38.3 µM] | 23.6%[46.1 µM]
N#CC(c1ccccc1)c1ccc(=O)[nH]n1 (stereo not drawn) | 1.5% | ? | 3.6% | . | 1.9% | -7.0% | 22.7%
O=C1c2oc3ccccc3c(=O)c2C(c2cccc(F)c2)N1CCCO (stereo not drawn) | -2.2% | ? | 5.0% | -2.1% | -5.8% | -13.3%[38.3 µM] | -42.7%[7.67 µM]
Oc1ccc(-c2nnc(-c3ccc(O)cc3)nn2)cc1 | 1.1% | 0.1% | -1.5% | -17.1% | -3.6% | 16.8%[38.3 µM] | -8.1%[46.1 µM]
Cc1ccccc1C(=O)Nc1ccccc1 | -1.0% | -0.5% | 2.6% | 9.1% | -3.9% | 22.9%[38.3 µM] | -1.2%[46.1 µM]
CCOC(=O)CC(=O)CSc1nc2c(c(C)c1C#N)CCC2 | 0.9% | 5.7% | 0.1% | 23.9% | -0.3% | -8.1%[38.3 µM] | -11.2%[46.1 µM]

Compound profiles, from the list above. Values in the order: Epigenetic reg	HttQ103 aggreg	CBFb RUNX1 block	LMNA splice mod	KinaseGlo FLuc	IMPase Li cell	NPSR antag
Oc1ccc(-c2nnc(-c3ccc(O)cc3)nn2)cc1 is listed as 1.1%	0.1%	-1.5%	-17.1%	-3.6%	16.8%[38.3 µM]	-8.1%[46.1 µM]
CCOC(=O)CC(=O)CSc1nc2c(c(C)c1C#N)CCC2 is listed as 0.9%	5.7%	0.1%	23.9%	-0.3%	-8.1%[38.3 µM]	-11.2%[46.1 µM]
Cc1ccccc1Cn1cnc2c(NS(C)(=O)=O)c(C)c(C)cc21 is listed as -2.2%	-9.6%	2.5%	?	4.5%	2.5%[38.3 µM]	7.3%[46.1 µM]
CNC(=O)COC(=O)c1cc(F)c(F)cc1Cl is listed as -1.9%	2.3%	0.7%	4.7%	-0.2%	12.6%[38.3 µM]	23.6%[46.1 µM]

(continued)
molecule | Epigenetic reg | HttQ103 aggreg | CBFb RUNX1 block | LMNA splice mod | KinaseGlo FLuc | IMPase Li cell | NPSR antag
CCOc1cc(/C=N/Nc2cc(C)nc(-n3nc(C)cc3C)n2)ccc1O | 2.7% | ? | -2.4% | . | . | . | 16.9%[7.67 µM]
Cc1ccccc1-c1noc(-c2ccccc2F)n1 | -0.7% | 10.4% | 13.1% | -1.1% | -21.1% | 23.7%[38.3 µM] | -3.7%[46.1 µM]
CCn1c(C)cc(/C=C2/NC(=O)N(c3ccccc3)C2=O)c1C | 0.8% | ? | -8.3% | ? | 2.0% | 1.5% | -40.0%
CCC(C)c1ccccc1NC(=O)COC(=O)CCc1cc(OC)c(OC)c(OC)c1 (stereo not drawn) | -1.3% | -11.9% | 1.3% | -9.8% | 0.5% | -5.8% | 6.2%
CCCc1[nH]nc2c1C(c1ccccc1OCC)C(C#N)=C(N)O2 (stereo not drawn) | -5.8% | 15.0% | -2.9% | 13.1% | -0.6% | 8.5%[38.3 µM] | -3.2%[46.1 µM]
COc1ccc(CCNCC(O)Cn2c3ccccc3c3ccccc32)cc1OC (stereo not drawn) | -2.7% | ? | -6.1% | ? | -1.5% | 7.3% | -30.8%
CCCCn1c(=N)n(CC(=O)c2ccc(Br)s2)c2ccccc21 | 15.8% | 1.3%[9.22 µM] | 1.0% | . | . | . | ?
C=CCNc1nc(NCc2ccccc2)c(C#N)c2c1CN(C)CC2 | 2.0% | 30.9%[9.22 µM] | 3.4% | -4.4% | -0.7% | 11.8%[38.3 µM] | -7.5%[46.1 µM]
CCSc1nnc(-c2sc3nnc(-c4ccccc4)c(-c4ccccc4)c3c2N)o1 | ? | -11.6% | 16.2% | 4.5% | 0.7% | -21.0%[38.3 µM] | -9.1%[46.1 µM]
O=C(Nc1cccc2oc(=O)ccc12)c1ccc([N+](=O)[O-])cc1[N+](=O)[O-] | -0.9% | 9.7% | 9.0% | -6.0% | 2.0% | 1.3% | 4.0%
CCc1nc2sc(C(C)=O)c(N)c2c2c1CCCC2 | 4.2% | -40.2%[9.22 µM] | ? | . | . | . | -22.3%
Cc1c(NC(=O)C(C)OC(=O)c2cccc(S(=O)(=O)N3CCOCC3)c2)c(=O)n(-c2ccccc2)n1C (stereo not drawn) | 2.7% | 10.4%[9.22 µM] | 2.9% | . | . | . | -30.8%
CC(C)CC(=O)Nc1nnc(SCC(=O)NCc2ccc3c(c2)OCO3)s1 | 3.9% | -12.1% | -3.6% | 31.7%[46 µM] | -1.3% | -4.0% | 0.1%
CC(C)C(=O)NC(=S)Nc1ccccc1C(=O)Nc1ccccc1 | -2.3% | 4.4% | 0.1% | 2.4% | 5.8% | -12.8%[38.3 µM] | -6.7%[46.1 µM]
CCCCCCN1CC(C(=O)OCC)C(=O)C1=O (stereo not drawn) | 0.0% | 9.3% | -2.2% | -20.9% | -2.0% | -14.2% | -13.3%
O=C(c1cn(-c2ccccc2)nc1-c1cccc(Br)c1)N1CCOCC1 | 2.0% | 16.1% | 3.0% | -18.6%[46 µM] | 1.6% | 1.7% | -0.4%
COC(=O)[C@H](Cc1ccccc1)NC(=O)O[C@@H]1C(=O)c2ccc(OC)cc2O[C@H]1c1cccc(C(F)(F)F)c1 | 1.1% | . | 1.2% | . | 0.8% | 1.7% | .
Cn1c(=N)n(CC(O)c2cccs2)c2ccccc21 (stereo not drawn) | -1.0% | -0.8%[9.22 µM] | 8.4% | . | -1.3% | 5.9% | -1.2%
CCn1c(SCCC(C)C)nnc1-c1c[nH]c2ccccc12 | -4.3% | ? | -1.9% | -13.0% | -2.4% | 10.3%[38.3 µM] | -25.3%[46.1 µM]
CCCSc1nc(C)cc(C)c1C(N)=O | -1.2% | 16.5% | 5.7% | 23.6% | 0.1% | -3.0%[38.3 µM] | 7.7%[46.1 µM]
CCCCOC(=O)Nc1ccccc1C(=O)N1CCCC1 | 0.2% | -5.7% | -1.9% | ? | -1.7% | -3.4% | 11.2%
N#CC(C(=O)Nc1ccc(Cl)cc1)=C1Nc2ccccc2N1 | 0.5% | -0.6% | 1.7% | 15.5% | -2.3% | -6.0%[38.3 µM] | -11.3%[46.1 µM]
CC(=O)c1cccc(NC(=S)Nc2ccn(Cc3cccc4ccccc34)n2)c1 | -2.6% | -6.9% | -21.7% | . | 4.3% | 1.8% | -39.3%
CCNc1nc(NCC)n2c(SCC(=O)N3CC4(C)CC3CC(C)(C)C4)nnc2n1 (stereo not drawn) | 0.0% | ? | -3.2% | -1.4% | -1.5% | 2.1% | -1.6%[46.1 µM]
COc1ccc(-c2cc(C(=O)N3CCN(c4ccccn4)CC3)c3ccccc3n2)cc1 | 2.1% | -4.3% | 1.4% | ? | . | . | -29.3%[46.1 µM]
Cc1ccc(NC(=O)CS(=O)CC(=O)N(C2CCCC2)C(C)C(=O)NC2CCCCC2)cc1 (stereo not drawn) | 0.0% | 0.5% | -4.8% | -15.0% | -1.1% | 9.9% | 11.0%[46.1 µM]
CCOc1ccccc1NC(=O)CSC1=C(C#N)C(c2ccco2)C(C(=O)Nc2nc3ccccc3s2)=C(C)N1 (stereo not drawn) | 3.4% | 8.4% | -5.4% | -1.2% | 1.3% | -22.3% | -37.4%
CC12CC(c3ccccc3O1)N(C(=O)c1ccco1)C(=S)N2c1ccccc1 (stereo not drawn) | 0.8% | ? | -17.1% | 6.9% | -4.5% | 14.4%[38.3 µM] | -16.5%[46.1 µM]
CCN(CC)S(=O)(=O)c1ccc(OCCNS(C)(=O)=O)cc1 | 1.3% | -22.3% | 0.1% | . | . | -3.5% | 23.4%
Cc1nc(NC(=O)c2ccc(Br)s2)sc1C(=O)N(C)C | 1.2% | ? | 5.2% | -3.5% | -0.4% | 4.4% | -3.9%[46.1 µM]
COc1ccc(Cl)cc1N(CC(=O)Nc1cccc(SC)c1)S(C)(=O)=O | -1.5% | -2.9% | 0.2% | -9.7% | -0.4% | 49.2%[activator][38.3 µM] | -20.0%[46.1 µM]
CSc1ccc(CN2CCCC(CO)(Cc3ccccc3)C2)cc1 (stereo not drawn) | 0.0% | 1.4%[9.22 µM] | -7.4% | . | -3.5% | 21.1% | 23.9%
c1ccc(CSc2nnnn2-c2ccccc2)cc1 | -1.0% | -4.8% | 15.6% | 17.0% | -2.2% | 33.8%[38.3 µM] | -8.7%[46.1 µM]
CN1c2ccccc2C(C)(C)C12C=Nc1c(cc(N3CCOCC3)c3ccccc13)O2 (stereo not drawn) | -1.1% | -10.6% | -0.8% | ? | -5.3% | 40.9%[activator][38.3 µM] | ?

Source: PubChem (National Center for Advancing Translational Sciences (NCATS))
